RGS4 inh: human RGS4 inhibition; Potency, µM (top dose mostly 114 µM), for the others: at the top dose activity change, negative = inhibition, usual class: inhibitors; AID 504845; Transcreener GDP fluorescence polarization, RGS4-accelerated GTP hydrolysis; actives 0.039% (n = 390,000); P49798; further: on the % scale 0 is the no-effect control and ±100 the full control effect; nearly all actives have a fitted effect of over 75% in size; some results filed as inactive show a strong effect at the top dose
Target sequence (P49798 whole entry, looked up): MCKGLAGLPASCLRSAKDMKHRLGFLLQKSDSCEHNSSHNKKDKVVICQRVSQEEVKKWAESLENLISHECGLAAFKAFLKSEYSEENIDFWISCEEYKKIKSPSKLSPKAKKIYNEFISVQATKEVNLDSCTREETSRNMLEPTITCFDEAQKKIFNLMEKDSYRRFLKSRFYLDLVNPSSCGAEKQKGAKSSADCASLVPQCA
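MLSMR compounds (23 nl, pin-transferred) preincubated 10 min at room temperature with a 500nM (2x) first reagent, then RGS4 at 900nM (2x) plus Transcreener GDP mix added; fluorescence polarization (620/688 nm) read before and after 90 min at 30 °C.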
ALOX12 inh: inhibitors of human 12S-lipoxygenase ALOX12. AID 1671190. P18054. Potency, µM (titrated, usually from 108 µM), for the others: at the highest dose activity change, negative = inhibition, hits mostly inhibitors. purified 12hLO, xylenol orange hydroperoxide absorbance. actives 1.1% (n = 580,000); further: on the % scale 0 is the no-effect control and ±100 the full control effect
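Purified human 12hLO at 150 nM in 25 mM Hepes, 0.01% Triton X-100, pH 7.0, preincubated 15 min at room temperature with compound. Reaction started with 40 uM arachidonic acid, 30 min at room temperature. Hydroperoxide measured by Fe-xylenol orange, 573/405 nm absorbance ratio.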
RXFP1 ag: activates the human relaxin receptor RXFP1; Q9HBX9; HEK293T-RXFP1 cAMP TR-FRET, 30 min; response scale: percent of porcine relaxin response, buffer zero; Potency, µM (titrated, usually from 57.5 µM), for inactives: top-dose activation, hits mostly activators; actives 0.3% (n = 370,000); AID 2676; further: on the % scale 0 is the no-effect control and ±100 the full control effect; nearly all actives have a fitted effect of over 60% in size; many of its hits are not listed in these tables
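Agonist response is measured as cAMP accumulation in an RXFP1-transfected HEK293T line under PDE4 inhibition. Values are scaled between buffer-only and 29 nM porcine relaxin, and EC50s come from standard Hill equation fits.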
Vif-A3F inh: blocks the Vif interaction with APOBEC3F; AID 602313; actives 0.2% (n = 390,000); Potency, µM (highest dose often 46.1 µM), inactives show at the highest dose activity, negative = active; HeLa A3F-eYFP + Vif (tagged APOBEC3F with the HIV-1 protein that degrades it), YFP fluorescence increase; further: % of control where 0% means no effect; nearly all actives have a fitted effect of over 65% in size
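HeLa cells stably expressing Vif plus C-terminally eYFP-tagged A3F were seeded, incubated overnight at 37 deg C, dosed with compound, incubated overnight again at 37 deg C. Yellow fluorescence (Ex 488/Em 500-530) reported blocked Vif-mediated A3F-eYFP degradation.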
TrxR1 substrate: rat thioredoxin reductase 1 substrate activity; O89049; purified TrxR1 substrate turnover, NADPH consumption readout; Potency, µM (highest dose often 114 µM), inactives show top-dose activity change, negative = substrate turnover; actives 0.01% (n = 390,000); AID 588456; further: on the % scale 0 is the no-effect control and ±100 the full control effect; nearly all actives have a fitted effect of over 50% in size
Target sequence (O89049 whole entry, looked up): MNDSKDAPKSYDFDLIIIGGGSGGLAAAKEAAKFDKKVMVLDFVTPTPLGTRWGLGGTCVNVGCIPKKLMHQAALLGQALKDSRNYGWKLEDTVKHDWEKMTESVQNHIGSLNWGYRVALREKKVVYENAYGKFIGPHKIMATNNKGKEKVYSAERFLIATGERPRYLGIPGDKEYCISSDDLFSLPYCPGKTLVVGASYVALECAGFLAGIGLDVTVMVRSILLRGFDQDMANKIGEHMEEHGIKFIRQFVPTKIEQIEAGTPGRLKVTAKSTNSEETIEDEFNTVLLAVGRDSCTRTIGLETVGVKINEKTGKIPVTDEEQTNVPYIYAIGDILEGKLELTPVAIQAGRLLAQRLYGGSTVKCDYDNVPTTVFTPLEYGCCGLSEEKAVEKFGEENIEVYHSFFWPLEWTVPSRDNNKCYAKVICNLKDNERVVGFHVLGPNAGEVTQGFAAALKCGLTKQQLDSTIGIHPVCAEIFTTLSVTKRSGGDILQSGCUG
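Rat TrxR1, dispensed at 90 nM, was prereduced with 400 uM NADPH (final) for 5 min at ~22 deg C, then incubated with compound 15 min before 400 uM selenite. A first-read NADPH fluorescence drop versus no-compound background flagged substrates.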
IDH1 R132H inh: human IDH1 R132H inhibition | actives 0.093% (n = 390,000) | Potency, µM (series often up to 76.6 µM), for inactives: top-dose activity change, negative = inhibition, usual class: inhibitors | O75874 | IDH1-R132H enzyme, NADPH consumption, diaphorase/resazurin fluorescence; further: on the % scale 0 is the no-effect control and ±100 the full control effect; nearly all actives have a fitted effect of over 65% in size
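IDH1-R132H (0.5 ug/mL dispensed) in pH 7.5 Tris buffer was preincubated 30 min with compound, then given a substrate mix of 0.016 mM NADPH and 2 mM alpha-KG for 80 min at room temperature; remaining NADPH was read by diaphorase/resazurin fluorescence.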
Vif-A3G inh: Vif-A3G binding inhibition | Q9HC16 | HeLa A3G-eYFP + Vif (tagged APOBEC3G with the HIV-1 protein that degrades it), YFP fluorescence, overnight | Potency, µM (titrated, usually from 46.1 µM), for the others: at the highest dose activity, negative = active, hits mostly inhibitors | actives 0.076% (n = 410,000) | AID 602310;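 further: on the % scale 0 is the no-effect control and ±100 the full control effect; nearly all actives have a fitted effect of over 60% in size; hits raise eYFP signal because A3G escapes Vif-driven loss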
Target sequence (Q9HC16 whole entry, looked up): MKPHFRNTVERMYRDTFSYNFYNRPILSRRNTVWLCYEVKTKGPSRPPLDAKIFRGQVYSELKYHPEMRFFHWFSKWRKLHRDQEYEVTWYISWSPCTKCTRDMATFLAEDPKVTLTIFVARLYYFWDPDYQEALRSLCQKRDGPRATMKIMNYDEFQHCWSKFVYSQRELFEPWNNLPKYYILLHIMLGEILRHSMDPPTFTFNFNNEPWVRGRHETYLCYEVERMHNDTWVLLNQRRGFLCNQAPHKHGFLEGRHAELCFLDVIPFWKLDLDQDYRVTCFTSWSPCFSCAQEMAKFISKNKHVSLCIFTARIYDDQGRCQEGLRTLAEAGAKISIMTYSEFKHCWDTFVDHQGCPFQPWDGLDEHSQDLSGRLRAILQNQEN
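HeLa cells stably expressing Vif and C-terminally eYFP-tagged A3G, seeded overnight at 37 deg C, then exposed to compound by pintool overnight at 37 deg C. Rise in yellow fluorescence (Ex 488/Em 500-530, Acumen) marks blocked Vif-driven A3G degradation.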
USP1-UAF1 inh: USP1/UAF1 (human) deubiquitinase inhibition. recombinant USP1/UAF1, Ub-Rhodamine cleavage fluorescence. O94782. AID 743255. actives 0.23% (n = 390,000). Potency, µM (highest dose often 57.1 µM), without a hit: at the top dose activity change, negative = inhibition, most hits filed as inhibitors; further: on the % scale 0 is the no-effect control and ±100 the full control effect; nearly all actives have a fitted effect of over 60% in size; inactives centre near -12
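1 nM enzyme complex + cpd, 15 min RT; start with Ub-Rho 150nM final; kinetic fluorescence ex 480/em 540, 6 reads q60 s. Buffer 50mM HEPES pH 7.8, 0.5mM EDTA, 0.1 mg/ml BSA, 1mM TCEP, 0.01% Tween-20.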
TrxR1 inh: inhibitors of rat thioredoxin reductase 1 | recombinant rTrxR1, NADPH fluorescence consumption, selenite substrate | Potency, µM (titrated, usually from 114 µM), for the others: at the top dose activity change, negative = inhibition, usual class: inhibitors | actives 1% (n = 390,000) | AID 588453; further: on the % scale 0 is the no-effect control and ±100 the full control effect; nearly all actives have a fitted effect of over 65% in size
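Rat TrxR1 (90 nM in the dispensed reagent) was pre-reduced with 400 uM NADPH for 5 min at room temperature, then incubated with compound for 15 min. After 400 uM selenite was added, NADPH fluorescence (Ex 340/Em 450 nm) was followed for 8 min.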
The depositor's hits bear a star; ? = inconclusive; · = not tested or not shown; & = joins results of further samples; [ ] = another dose, or the depositor's remark. The call rests on the fitted dose curve; in most records, active means well fitted curve in the direction sought with a large enough effect; inconclusive means small, poorly fitted or top-dose-only effect, or another doubt; inactive means no such curve, though single readings can be large; an effect the other way counts as inactive or inconclusive. Potency means the concentration at half of the fitted maximal effect. An excerpt; the hit share may differ from the screen's.

mol | RGS4 inh | ALOX12 inh | RXFP1 ag | Vif-A3F inh | TrxR1 substrate | IDH1 R132H inh | Vif-A3G inh | USP1-UAF1 inh | TrxR1 inh
CCc1cccc(NC(=O)C2CCN(S(=O)(=O)c3ccc4c(c3)CC(C)N4C(C)=O)CC2)c1 (stereo not given) | 10% | 3% | -0.7% | -10% | -3% | 1% | 2% | -16% | 17%
Cc1cccc(C)c1NC(=O)c1nc(S(C)(=O)=O)ncc1N(Cc1ccc(C(C)(C)C)cc1)Cc1ccco1 | -6% | -5% | 1.7% | 3% | 2% | -6% | 3% | -7% | 23%
COc1ccc(-c2[nH]c(-c3ccc(C(=O)O)cc3)nc2-c2ccccc2)cc1 | 7% | -61% | 13% | 6% | 528%[activator] | 6% | 3% | -14% | -33%
O=C(COC(=O)c1ccccc1Br)NC(=O)NCc1ccccc1 | -14% | -13% | · | -3% | 3% | 1% | -18% | -24% | 20%
CCOC(=O)c1sc(NC(=S)NC(=O)C2CCCC2)cc1C | -20% | ? | 29% | ? | 7%[57.1 µM] | 3% | -2% | -15% | -5%
O=C1CC(c2ccccc2)n2nc(NS(=O)(=O)c3ccccc3)nc2N1 (stereo not given) | 0%[11.4 µM] | -4% | 1.3% | -6% | 9%[57.1 µM] | 0% | 2% | -15% | 7%[57.1 µM]
COC(=O)CN(C)C(=O)c1ccccc1OC1CCN(S(C)(=O)=O)CC1 | 10% | 5% | 1.1% | 0% | -3% | -3% | 1% | -13% | -1%
COCCNC(=O)Nc1ccc2c(c1)N(C)C(=O)CS2 | -8% | 6% | 2.2% | -3% | -3%[57.1 µM] | -1% | -1% | 7% | 11%
Cc1csc(NC(=O)CSc2sc3c(O)cc(=O)[nH]c3c2C#N)n1 | -29% | ? | 4.9% | -4% | 1% | -4% | 0% | ? | -12%
O=[N+]([O-])c1ccc(/C=N/Nc2nc(NCc3ccccc3)nc(N3CCOCC3)n2)cc1 | -34%[56.9 µM] | 2% | -2.2% | 1% | -5% | -4% | -3% | -13% | 9%
COc1ccccc1NC(=O)O/N=C(\N)c1ccccc1 | -18%[11.4 µM] | 16% | 6.6% | -6% | 1% | -7% | 2% | ? | 9%
COc1ccc(CCNC(=O)COC(=O)c2ccccn2)cc1 | -17% | -16% | · | 5% | -15%[2.29 µM] | 1% | 2% | -1% | -21%[2.29 µM]
CNC(=O)c1c(NC(=O)CCS(=O)(=O)c2ccc(C)cc2)sc(C)c1C | 11% | -29% | -0.7% | -10% | 7%[57.1 µM] | -6% | 0% | -12% | -1%[57.1 µM]
CSc1nc(N)n2nc(-c3ccc(Cl)cc3)cc2n1 | -12% | 0% | 0.0% | -11% | 10%[57.1 µM] | 2% | 4% | -18% | 9%[57.1 µM]
CCN(CC)C(=O)CSc1nc(N)c(-c2ccccc2)c(=O)[nH]1 | -19% | -2% | 0.4% | 3% | 3%[57.1 µM] | 5% | -1% | 2% | 12%[57.1 µM]
Cc1cc(N2CCOCC2)n2nc(C)c(-c3ccc(Cl)cc3)c2n1 | 10% | 9% | 1.3% | 7% | 110%[activator] | 3% | 2% | -20% | 92%[activator]
CN(C)CCOCCOc1ccc(Cl)cc1Br | -2% | ? | 0.4% | 4% | 3% | 7% | -10% | -19% | -3%
COCCn1c(C)cc(C(=O)CSc2cc(C)c3ccccc3n2)c1C | -13% | -7% | 3.0% | -9% | -10% | 2% | 0% | -13% | -6%
COc1ccc(Cl)cc1NC(=O)COC(=O)CC(C)(C)CC1=NS(=O)(=O)c2ccccc2N1 | 17% | -13% | -2.3% | 0% | -1%[57.1 µM] | 46%[activator] | 3% | ? | -16%[57.1 µM]
O=C(c1cccc([N+](=O)[O-])c1)N1CCN(c2ccc(N3CCOCC3)nn2)CC1 | 8% | 7% | 0.8% | 6% | 5%[57.1 µM] | -1% | 5% | -9% | 17%[57.1 µM]
Nc1ccn([C@@H]2O[C@H](CNCc3cc(Br)ccc3OCc3ccccc3)[C@@H](O)[C@H]2O)c(=O)n1 | · | 9% | · | 4% | · | 0% | 0% | -29% | ·
Cc1nn(CC(=O)NCc2ccco2)c(=O)c2cc3ccccc3n12 | -8% | -18% | 13% | 4% | 6% | 4% | 3% | -17% | 2%
CN1C(=O)C(C)(C)c2cc(S(=O)(=O)NCC3CCC(C(=O)NCc4ccc(F)cc4)CC3)ccc21 (stereo not given) | 2%[11.4 µM] | -3% | -2.1% | -7% | 3% | -11% | 4% | -23% | 19%
S=C(Nc1cccnc1)Nc1cccc2cnccc12 | ? | 0% | 4.4% | 10% | -19%[57.1 µM] | 10% | 0% | ? | 6%[57.1 µM]
O=C(N=C1SC2CS(=O)(=O)CC2N1c1ccc(Br)cc1F)C1CC1 (stereo not given) | -13% | -5% | -1.8% | 2% | 1% | 0% | 1% | -24% | 11%
O=C(O)CCSc1nnc(-c2cccnc2)n1-c1ccccc1 | -2% | -5% | 4.4% | 9% | 4% | 1% | 1% | -10% | 10%[57.1 µM]
NS(=O)(=O)c1ccc(CCNCc2cc(Br)ccc2OCc2ccccc2F)cc1 | -21% | ? | -1.8% | -10% | -10%[57.1 µM] | 3% | 0% | -26% | 23%[57.1 µM]
O=C(c1cc(-c2ccc(Br)cc2)n[nH]1)N1CCN(S(=O)(=O)c2ccc(Cl)s2)CC1 | 8% | -17% | 0.0% | 4% | 8% | -7% | 0% | -19% | 22%
COc1cccc(CNC(=O)c2nc(Cn3nc(C)c(Br)c3C)no2)c1 | 22% | -4% | 0.3% | -7% | -8%[57.1 µM] | 21% | 2% | -11% | -5%[57.1 µM]
O=C(c1cccc(S(=O)(=O)N2CCCCC2)c1)N1CCN(c2ccccc2)CC1 | 6% | 0% | -1.3% | 6% | -4% | 0% | 0% | -7% | 5%
COc1ccccc1N1CCN(C(=O)c2ccco2)CC1 | -13% | 7% | -0.2% | 2% | 2% | 4% | -1% | -21% | 4%
C=CCN1C=CC(=C/C=C(/C#N)C(=O)OCC)C=C1 | 6% | 0%[57.4 µM] | -2.0% | 11µM* | -30% | 0% | ? | 28µM* | ?
CCc1nnc(NS(=O)(=O)c2ccc(NC(=O)/C=C/c3ccc(F)cc3)cc2)s1 | -22% | -14% | 0.1% | -3% | 5% | -10% | -11% | -24% | 16%
COc1ccc(CNC(=O)N2CCN(c3cccc(C)c3C)CC2)cc1OC | -14% | 1% | -0.6% | 2% | 0% | 0% | 1% | -6% | 19%
CCn1ncc(Br)c1C(=O)Nc1ncc(C)s1 | -29%[56.9 µM] | 17% | 0.8% | -7% | -3% | 13% | 5% | -13% | -2%
COc1cccc(NC(=O)CNS(=O)(=O)c2ccc(Cl)cc2)c1 | -3% | · | 3.0% | 2% | 5%[57.1 µM] | 18% | -4% | 3% | 1%[57.1 µM]
CCOc1ccc(NC(=S)NC(=O)c2c(Cl)c(C)nn2C)c([N+](=O)[O-])c1 | -18% | 1% | 0.0% | -2% | -5% | 1% | -1% | -8% | -3%
Nc1oc2ccccc2c(=O)c1-c1ccc2c(c1)OCO2 | -35% | -7% | 6.7% | 1% | 12%[57.1 µM] | 9% | 3% | -16% | 8%[57.1 µM]
CC(C)(C)NC(=O)COC(=O)CCC(=O)c1cccs1 | -19% | -3% | 0.6% | -6% | -19%[57.1 µM] | 3% | 2% | -7% | 14%[57.1 µM]
CN(C1CCCCC1)S(=O)(=O)c1ccc(C(=O)Nc2sc3c(c2C(N)=O)CC(C)(C)NC3(C)C)cc1 | 7%[11.4 µM] | -20%&-16% | 5.5%&1.7% | -1%&-6% | 10% | -13%&-12% | -2%&-11% | -29%&-18% | 25%
Cc1cc(C)nc(SCc2nnc(SCC(=O)Nc3ccccc3C)n2Cc2ccco2)n1 | -26% | ? | 0.3% | -13% | 0% | -6% | 1% | -7% | ?
Cc1ccc(N(Cc2cc3cccc(C)c3[nH]c2=O)S(=O)(=O)c2ccccc2)c(C)c1 | -39%[56.9 µM] | · | 0.2% | -9% | -1%[57.1 µM] | 7% | -1% | -8% | 20%[57.1 µM]
CN1/C(=C\C=[N+](C)c2ccccc2)C(C)(C)c2ccccc21 | -46% | ? | 1.6% | -4% | -8% | 5% | 0% | -21% | -17%
c1ccc(N=Nc2ccc(C3=NCCO3)cc2)cc1 | · | -6% | · | -4% | · | 5% | 1% | -23% | ·
CCn1c(CC(=O)Nc2ccc(C)c(Cl)c2)nnc1SCc1ccc(Cl)c(Cl)c1 | 22% | 11% | 1.9% | -2% | 14% | 9% | 0% | -18% | 32%
C[C@H]1CN(S(=O)C(C)(C)C)[C@@H](CCO)/C1=C\c1ccccc1 (stereo not given in full) | 4% | -8% | · | 3% | 8% | -3% | -1% | ? | 18%
COc1ccccc1NC(=O)c1c(NC(=O)COc2ccccc2)sc2c1CCCCC2 | -5% | -12% | 3.2% | -1% | -4% | -21% | 0% | ? | 8%
Cc1cnc(C(=O)OCC(=O)N(C(C)C)C(C)C)cn1 | ? | 8% | -1.6% | -12% | 5%[57.1 µM] | 1% | 0% | -8% | 1%[57.1 µM]
CCOc1cc2[nH]c(=S)n(Cc3ccc(C(=O)NCCCN(CC)CC)cc3)c(=O)c2cc1OCC | 8% | -13% | 1.2% | -11% | -3%[57.1 µM] | 7% | 2% | -29% | 20%[57.1 µM]

Source: PubChem BioAssay
